Integrin act MD – activates integrin-mediated alleviation for muscular dystrophy; alpha7betagal myoblasts, beta-gal FDG fluorescence, 48 h; Potency, µM (top dose mostly 38.3 µM), for inactives: at the highest dose activation, actives largely listed as activators; 350,000 tested, 0.064% active;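 further: potency means the concentration at half of the fitted maximal effect; 100% = response of the positive control SU9516; nearly all actives have a fitted effect of over 60% in size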
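alpha7betagal+/- myoblasts (passage 13, 250/well) treated 48 h at 37C with compounds at 1:260 dilution of DMSO stock. Lysed, then beta-galactosidase activity read as FDG fluorescence (ex 480/em 540) after 30 min, with pre-read for autofluorescence.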
p53 reactivator – mutant p53 re-activation in reporter cells | H1299 p53-A138V BP100-luciferase reporter, luminescence, 24 h | Potency, µM (titrated, usually from 92.2 µM), for the others: top-dose activity change, positive = activation, actives largely listed as activators | 320,000 tested, 0.063% active; further: potency means the concentration at half of the fitted maximal effect; % of control where 0% means no effect; nearly all actives have a fitted effect of over 45% in size
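H1299 (p53-null), stable ts p53-A138V + BP100-Luc; 1000 cells/well, Opti-MEM/10% FBS; cpd 4 pt, 1:5; 24 h, 37 deg C, 5% CO2; detection reagent 10 min RT; luminescence.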
ELG1 genotox – inducers of genotoxicity in HEK293T ELG1-luciferase cells. 330,000 tested, 1.3% active. Potency, µM (titrated, usually from 46 µM), without a hit: at the top dose activity change, positive = activation, most hits filed as activators. HEK293T ELG1-luciferase reporter, luminescence, 16 h; further: potency means the concentration at half of the fitted maximal effect; % of control where 0% means no effect; nearly all actives have a fitted effect of over 60% in size
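ELG1-luciferase HEK293T cells, 2,000/well; compound pinned in; 16 hr, 37 °C, 5% CO2; ONE-Glo, 30 min RT; luminescence on CCD imager.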
TRPV1 agonist – human TRPV1 agonism. Q8NER1. activation, % at 8.33 µM. 320,000 tested, 0.19% active. TRPV1-expressing cells, Fluo-8 calcium influx, agonist mode; in the data active means activation above about 80%; inconclusive means between about 30% and that limit; further: 0% is about no effect
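Fluo-8 calcium influx in TRPV1-expressing cells, kinetic read (ex 480/em 520 nm). Compound added and read 3 min for agonist activity, followed by capsaicin at EC20 final and 2 min further read for enhancement.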
TSG101-PTAP inh – blocks PTAP/TSG101 interaction to inhibit HIV-1 budding; Fluorescence polarization, FITC-PTAP peptide / Tsg101 binding; Potency, µM (series often up to 115 µM), inactives show at the highest dose activity change, negative = inhibition, usual class: inhibitors; 340,000 tested, under 10 active; AID 493005; active means well fitted inhibition curve with a large enough effect in the main read-out, with a control signal flat, not every such curve was filed as active; inconclusive means small, poorly fitted or top-dose-only effect, or effect the other way, or a change in a side signal; inactive means no such curve, though single readings can be large or run the other way; further: potency means the concentration at half of the fitted maximal effect; % of control where 0% means no effect
Target sequence (Q99816 whole entry, looked up): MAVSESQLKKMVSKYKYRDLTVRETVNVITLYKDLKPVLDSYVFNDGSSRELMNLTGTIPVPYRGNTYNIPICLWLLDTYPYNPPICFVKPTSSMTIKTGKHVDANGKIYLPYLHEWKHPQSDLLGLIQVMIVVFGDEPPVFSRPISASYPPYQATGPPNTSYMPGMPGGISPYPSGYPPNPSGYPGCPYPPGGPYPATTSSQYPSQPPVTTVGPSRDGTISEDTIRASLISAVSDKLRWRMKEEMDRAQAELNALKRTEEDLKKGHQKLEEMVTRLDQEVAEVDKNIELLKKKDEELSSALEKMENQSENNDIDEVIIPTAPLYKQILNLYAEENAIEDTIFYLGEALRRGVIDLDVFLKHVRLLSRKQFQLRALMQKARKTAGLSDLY
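Compounds were pin-transferred onto Tsg101 binding domain (10 uM final) in HEPES pH 7.5 buffer, then FITC-PTAP peptide was added at 50 nM final. After 20 min at RT, polarization reported peptide displacement across a qHTS concentration series.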
uPA surface inh – cell surface uPA generation inhibition | Potency, µM (highest dose often 38.3 µM), inactives show top-dose activity change, negative = inhibition, hits mostly inhibitors | cell surface uPA generation assay, qHTS | 330,000 tested, 0.31% active; active means well fitted inhibition curve with a large enough effect; inconclusive means small, poorly fitted or top-dose-only effect; inactive means no such curve, though single readings can be large or run the other way; tested in mouse RAW 264.7 cells; further: potency means the concentration at half of the fitted maximal effect; on the % scale 0 is the no-effect control and ±100 the full control effect; nearly all actives have a fitted effect of over 55% in size
USP2a inh – blocks human ubiquitin-specific protease USP2a; USP2 core, Ub-CHOP2 coupled fluorogenic reporter, 485/531; Potency, µM (highest dose often 38.3 µM), for the others: at the highest dose activity change, negative = inhibition, usual class: inhibitors; AID 463254; O75604; 330,000 tested, 0.01% active;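 further: potency means the concentration at half of the fitted maximal effect; plate controls were DMSO wells for no effect and full inhibition by NEM control for full effect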
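Deubiquitinase activity read as fluorescence (485/531 nm) after Ub-CHOP2 cleavage activates the enterokinase reporter on its substrate; USP2 core 10nM, Ub-CHOP2 and substrate 25nM each, 30min compound preincubation then 60min RT; data normalized to NEM, curves fitted.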
BRCA1 expr up – activators of BRCA1 expression | MCF7-BRCA1-FFLuc reporter, luminescence, 48 h; response scale: scaled: vehicle 0%, 10 µM genistein 100% | Potency, µM (doses to about 46.1 µM), for inactives: top-dose activation, actives largely listed as activators | 380,000 tested, 1.1% active; further: potency means the concentration at half of the fitted maximal effect; nearly all actives have a fitted effect of over 80% in size; some results filed as inactive show a strong effect at the top dose
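Luminescence from a BRCA1-driven firefly luciferase in MCF7 cells was the read-out, taken 15 min after substrate addition following 48 h compound exposure at 37 °C. Data were normalized to a 10 microM genistein control and DMSO vehicle.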
ASM inhibitor – blocks human secretory acid sphingomyelinase. placental ASM, HMU-PC fluorogenic substrate, 60 min. Potency, µM (doses to about 57.5 µM), inactives show top-dose activity change, negative = inhibition, usual class: inhibitors. 340,000 tested, 0.006% active. AID 504937; further: potency means the concentration at half of the fitted maximal effect
Target sequence (P17405 47-631 limits assumed): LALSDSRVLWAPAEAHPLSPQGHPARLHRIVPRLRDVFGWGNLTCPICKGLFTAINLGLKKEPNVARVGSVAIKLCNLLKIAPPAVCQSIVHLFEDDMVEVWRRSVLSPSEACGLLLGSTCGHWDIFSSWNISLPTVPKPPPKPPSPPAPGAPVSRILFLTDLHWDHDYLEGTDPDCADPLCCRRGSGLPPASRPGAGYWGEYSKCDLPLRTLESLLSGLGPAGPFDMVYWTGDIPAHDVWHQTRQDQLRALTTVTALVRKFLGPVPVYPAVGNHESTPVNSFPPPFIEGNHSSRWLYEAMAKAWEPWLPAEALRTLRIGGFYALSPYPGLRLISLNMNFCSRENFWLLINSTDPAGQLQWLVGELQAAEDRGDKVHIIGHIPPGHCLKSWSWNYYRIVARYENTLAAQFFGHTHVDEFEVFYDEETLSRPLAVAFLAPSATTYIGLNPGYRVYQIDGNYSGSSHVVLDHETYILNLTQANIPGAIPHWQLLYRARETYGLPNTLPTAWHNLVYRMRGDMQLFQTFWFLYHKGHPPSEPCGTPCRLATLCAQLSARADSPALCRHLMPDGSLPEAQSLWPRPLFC
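Fluorescence read-out (Ex 386 nm, Em 447 nm) after stopping the reaction at pH 10. Enzyme: ASM from human placenta; substrate HMU-PC0, 9 uM final; 60 min, 37 °C. Compound preincubation 10 min, ambient temperature.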
B2AR arrestin – agonists driving beta-arrestin recruitment to human beta2-adrenergic receptor; P07550; 330,000 tested, 0.02% active; AID 492947; Potency, µM (titrated, usually from 46.1 µM), inactives show top-dose activation, actives largely listed as activators; beta-arrestin recruitment to beta2AR, cell-based reporter;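 further: potency means the concentration at half of the fitted maximal effect; 0% = DMSO controls and full agonism = EC100 isoproterenol or metaproterenol; nearly all actives have a fitted effect of over 65% in size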
Eya2 phos inh – blocks the phosphatase activity of human Eya2 | recombinant Eya2, OMFP fluorescence dephosphorylation (OMFP is methylfluorescein phosphate) | Potency, µM (titrated, usually from 76.9 µM), for inactives: top-dose activity, negative = inhibition, most hits filed as inhibitors | 330,000 tested, 0.006% active | AID 488837; further: potency means the concentration at half of the fitted maximal effect; on the % scale 0 is the no-effect control and ±100 the full control effect
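Eya2 protein (added as 0.2 uM solution) was preincubated with compound for 10 min at ambient temperature in 50 mM HEPES pH 7.5, 50 mM NaCl, 5 uM MgCl2, 0.05% BSA, 1 mM DTT. OMFP (added at 50 uM) then reacted 10 min; fluorescence read at 485/525 nm.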
Starred values were filed as active, the others as inactive; ? = inconclusive; nt = no result given; [ ] = another dose, or the depositor's remark. Unless noted, the call rests on the fitted dose curve; in most records, active means well fitted curve in the direction sought with a large enough effect; inconclusive means small, poorly fitted or top-dose-only effect, or another doubt; inactive means no such curve, though single readings can be large; an effect the other way counts as inactive or inconclusive.

Compound,TRPV1 agonist,TSG101-PTAP inh,BRCA1 expr up,B2AR arrestin,Eya2 phos inh,p53 reactivator,uPA surface inh,Integrin act MD,USP2a inh,ELG1 genotox,ASM inhibitor
CC1=NN(c2ccc(Cl)cc2)C(=O)/C1=C\c1cccn1-c1ccc(S(N)(=O)=O)cc1,-4,-9%,-39%,0.2%,5%,-4%,0%,14%,1%,0%,?
[O-][N+](=C(c1ccccc1)c1ccccc1)c1ccccc1,nt,-3%,-4%,nt,nt,nt,1%,1%,nt,nt,-1%
CC(C)(C)Nc1scc(-c2ccccc2)[n+]1-c1ccccc1,7,5%,-20%,0.0%,-5%,1%,-2%,14%,1%,-6%,3%
COc1ccc(N2CCN(C(=O)CC(NC(N)=O)c3cccc(Oc4ccccc4)c3)CC2)cc1 (stereo unspecified),3,0%,-1%,-0.8%,9%,-3%,-4%,-20%,-2%,-10%,-8%
Cc1ccn(CCC(=O)NC2CC(C)(C)Cc3c2cnn3-c2ccccc2C)n1 (stereo unspecified),2,0%,0%,0.0%,-9%,10%,-2%,-11%,2%,-2%,2%
CCOc1ccccc1NC(=O)CN1CCC(NC(=O)c2ccccc2)CC1,0,-1%,-20%,-0.5%,-10%,-5%,12%,-24%,2%,-4%,1%
C=CCOc1cccc(C2NC(=O)c3ccccc3O2)c1 (stereo unspecified),-4,-2%,2%,-0.4%,-3%,-17%,0%,-25%,0%,0%,-2%
CC1CCC(NC(=O)c2cccc(S(=O)(=O)NCc3ccccc3)c2)CC1 (stereo unspecified),-2,-3%,-10%,0.2%,-14%,4%,7%,24%,0%,-16%,nt
CCOC(=O)N1CCC(Nc2c([N+](=O)[O-])cc(C(=O)O)cc2[N+](=O)[O-])CC1,-4,0%,-1%,-0.6%,-9%,1%,1%,?,1%,5%,4%
OC(COc1ccc(Cl)cc1)CN1CCC(Cc2ccccc2)CC1 (stereo unspecified),3,-3%,-11%,-0.2%,-13%,8%,-13%,-53%[inhibitor],-1%,-2%,-2%
O=C(COC(=O)COc1ccc(Cl)cc1)Nc1ncc(Br)s1,0,-6%,-10%,-0.4%,-16%,1%,-1%,15%,0%,0%,-4%
Cc1ccccc1CN1CCCC(C(=O)N2CCCCC2)C1 (stereo unspecified),5,-4%,-1%,0.1%,8%,2%,1%,6%,3%,-1%,-1%
COc1ccc(CNC(=O)[C@@H](NC(=O)C2CCN(C(=O)[C@@H](N)CCSC)CC2)C(C)C)cc1,-1,-3%,-10%,-0.7%,6%,14%,-13%,-2%,0%,-2%,5%
COc1ccccc1NC(=O)c1ccccc1NC(=O)c1cc(Cl)ccc1NC(=O)c1ccco1,1,-4%,-34%,0.0%,-31%,-11%,3%,42%[7.66 µM],1%,1%,10%
COc1cc(NC(=O)CC(C)S(=O)(=O)c2ccc3c(c2)NC(=O)CO3)cc(OC)c1OC (stereo unspecified),-2,-1%,5%,-0.8%,-4%,3%,2%,16%,0%,2%,3%
CN(C)c1ccc(C(=O)Nc2nc3c(s2)CCCC3)cc1,?,1%,4%,-0.3%,7%,?,?,0%,3%,?,8%
O=C(N/N=C\c1cccc(F)c1)c1ccc(-c2ccccc2)cc1,2,0%,32%,-1.1%,-18%,7%,6%,?,0%,2%,0%
O=C(CCn1c(=S)oc2ccccc21)NC1CCCCCCC1,7,-2%,8%,-0.4%,-6%,3%,4%,-25%,0%,4%,-4%
Cc1ccc(-n2c3nc(=O)[nH]c(=O)c-3cc3cc([N+](=O)[O-])ccc32)cc1C,17,-4%,-55%,-0.6%,6%,15%,-3%,-47%[inhibitor],1%,0%,15%
Cc1ccc(NC(=O)C(C)N=C2NS(=O)(=O)c3ccccc32)cc1 (stereo unspecified),-2,-2%,-3%,0.3%,3%,0%,1%,11%,-3%,14%,1%
COc1ccc(C(C(=O)NC2CCCCC2)N(C(=O)Cc2c[nH]c3ccccc23)c2ccc(NC(C)=O)cc2)cc1OC (stereo unspecified),1,0%,-26%,0.4%,-13%,-3%,6%,-8%,5%,-3%,-4%
CC[n+]1c(C)sc2cc(C)ccc21,14,1%,-3%,-0.3%,-23%,9%,12%,-53%[inhibitor],-1%,-6%,1%
COc1cc(/C=C/C(=O)O)ccc1OCc1ccc([N+](=O)[O-])cc1,2,-2%,18%,0.0%,5%,0%,4%,-10%,2%,13%,0%
COc1ccc2oc(C(=O)OCC(=O)Nc3cc(S(=O)(=O)N4CCOCC4)ccc3OC)c(C)c2c1,3,1%,2%,0.0%,-41%,2%,2%,-5%,0%,6%,1%
CC[C@]12c3[nH]c4ccc(OC)cc4c3CCN1C(=O)C(CC(=O)NCc1ccco1)C[C@@H]2C(=O)N1CCN(C(=O)C2CC2)CC1 (stereo partly specified),nt,-9%,3%,-1.0%,-1%,4%,-4%,14%,3%,4%,2%
C=C1[C@@H](OC(C)=O)CC[C@]2(C)[C@@H]1C[C@@H]1C[C@H](OC(C)=O)C(C)=C([C@@H](OC(C)=O)[C@@H]2OC(C)=O)C1(C)C,?,-1%,-20%,-0.6%,-16%,0%,1%,-11%,2%,-6%,2%
CCN(CC)S(=O)(=O)c1ccc(O)c(C(=O)OCC(=O)Nc2cc(C)c(C)cc2[N+](=O)[O-])c1,0,2%,-19%,0.0%,?,-1%,-3%,-17%,0%,-3%,-2%
CCOC(=O)C1CCCN(c2c(Nc3ccc(C)c(C)c3)c(=O)c2=O)C1 (stereo unspecified),4,-2%,0%,-0.1%,-22%,-7%,3%,0%,0%,?,2%
S=C(c1cn(Cc2ccc(Br)cc2)c2ccccc12)N1CCOCC1,6,-7%,-16%,-0.1%,-7%,0%,-10%,0%,-1%,-1%,-1%
CCc1cccc(C)c1NC(=O)CSc1nnc(-c2cc3cc(Br)ccc3o2)n1CC,0,-2%,-45%,-0.1%,2%,-7%,3%,-4%,4%,-13%,-10%
CC(C)(C)c1ccc(C(=O)OCc2c(-c3ccccc3)ncc3ccccc23)cc1,nt,-5%,-13%,-0.9%,12%,12%,12%,-22%,-1%,-3%,-15%
CC(C)(C)OC(=O)N/N=C/c1cccn1-c1ccc([N+](=O)[O-])cc1,nt,-2%,-36%,-0.5%,-8%,5%,0%,0%,1%,-5%,-2%
Nc1ccn(Cc2ccccc2)n1,-1,-3%,0%,-0.2%,-3%,1%,3%,16%,2%,-9%,0%
Cc1ccc(NC(=O)c2ccc(S(=O)(=O)N3CCCCC3)cc2)nc1,?,-5%,1%,9.5%,8%,?,8%,-14%,1%,-2%,1%
Cc1ccc2cc(CCl)c(Cl)nc2c1,2,-2%,15%,0.2%,-10%,7%,1%,-12%,2%,0%,-2%
COc1ccc(N2CC(C(=O)Nc3nnc(Cc4ccccc4)s3)CC2=O)cc1 (stereo unspecified),0,-4%,-16%,0.6%,-28%,-3%,2%,-2%,-1%,-3%,-2%
COc1ccccc1N1CCN(C2CC(=O)N(c3ccc(Cl)cc3)C2=O)CC1 (stereo unspecified),8,-7%,-1%,-0.1%,15%,2%,-3%,20%,3%,1%,-2%
COC(=O)c1ccc2[nH]ccc2c1,2,1%,0%,-0.7%,9%,nt,-8%,2%,1%,11%,5%
C[C@@]12C(=O)N(Cc3ccc(Cl)cc3)CC(=O)N1[C@H]1c3ccccc3OC[C@@H]1[C@@H]2c1ccccc1,25,3%,0%,-0.2%,-24%,-9%,-14%,4%,-1%,-4%,-19%
CC1CCCCC1NC(=O)NC(=O)COC(=O)c1ccc(OC(F)F)cc1 (stereo unspecified),8,0%,-4%,0.3%,-32%,8%,7%,-28%,2%,1%,-1%
COc1ccc(OCC(O)Cn2c(N3CCCCC3)nc3c2c(=O)[nH]c(=O)n3C)cc1 (stereo unspecified),1,-2%,-25%,-0.1%,0%,nt,4%,24%,2%,-2%,-4%
Cc1ccc(C(=O)N2CCCC(Nc3ccc(F)cc3)C2)cc1C (stereo unspecified),?,-3%,0%,-0.6%,-9%,-21%,3%,2%,0%,-10%,-1%
Cc1cccc2sc(NC(=O)CCNS(=O)(=O)c3cccs3)nc12,-3,-7%,-36%,-0.4%,9%,-14%,-7%,14%,0%,-8%,-14%
